VLA-4 inh – inhibition in a human VLA-4 binding assay. P13612. VLA-4 expressing cells, ligand binding flow cytometry. inhibition, % (about 7 µM as worked out from the volumes in the protocol). 330,000 tested, 0.2% active; in the data active = inhibition above about 50%
HCV core dimer – HCV core protein dimerization inhibition. TR-FRET GST/Flag-core106 dimerization, 1536-well. inhibition, % at 5 µM. 300,000 tested, 0.33% active;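 active = inhibition above the mean of all tested compounds plus 3 SD, set per screening campaign, cut at about 45% in these data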
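Assay system: GST-tagged and Flag-tagged HCV core protein residues 1-106 / Times: compound-protein-antibody incubation 4 h at 22.5 °C / Signal: time-resolved FRET, ex 340 nm, em 617 and 671 nm / Evaluation: % inhibition based on acceptor/donor emission ratio / Benchmarks: wells lacking GST-core106 and wells with excess unlabelled core106 / Repeats: singlicate, one well per compound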
PP1 inh – PP1-alpha (human) inhibition in PP5 counter-screen; P62136; purified PP1alpha, OMFP fluorescence; inhibition, % at 6.7 µM; 320,000 tested, 0.9% active; AID 2235;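 active = inhibition above the mean inhibition of all tested compounds plus 3 SD, computed separately for each screening campaign, cut at about 15% in these data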
Fh CTSL1 inh – cathepsin L1 inhibition, PFM18AAP counter-screen; recombinant F. hepatica cathepsin L1, Z-Leu-Arg-MCA fluorescence; inhibition, % at 5.96 µM; 300,000 tested, 0.49% active;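 active = inhibition above the mean of all tested compounds plus 3 SD, set per screening campaign, cut at about 17% in these data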;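 note: 0% = plate median of test compound wells and 100% = 1 µM Z-Phe-Ala-diazomethylketone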
proCasp3 act – activates human procaspase-3. activation, % at 8.5 µM. recombinant procaspase-3 D3A, Ac-DEVD-pNA absorbance 405 nm. 330,000 tested, 0.11% active;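 active = activation above the mean of all tested compounds plus 3 SD, cut at about 21% in these data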;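 note: 0% = DMSO alone and 100% = DMSO wells spiked with extra 5 µM PC-3 D3A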
Target sequence (P42574 whole entry D9A/D28A/D175A): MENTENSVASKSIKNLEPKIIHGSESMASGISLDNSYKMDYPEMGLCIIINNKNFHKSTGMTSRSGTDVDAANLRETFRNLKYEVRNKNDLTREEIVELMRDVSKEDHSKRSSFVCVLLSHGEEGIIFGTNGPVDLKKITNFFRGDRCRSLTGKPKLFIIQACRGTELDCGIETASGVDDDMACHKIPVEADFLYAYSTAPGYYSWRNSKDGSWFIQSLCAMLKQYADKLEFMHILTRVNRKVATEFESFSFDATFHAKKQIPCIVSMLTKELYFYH
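Assay system: Autoprocessing-dead procaspase-3 D3A mutant enzyme; also added: Ac-DEVD-pNA; doses: one concentration, 8.5 µM nominal, 0.8% DMSO; times: 1 h compound preincubation, 2 h substrate hydrolysis at 25 °C; technique: 405 nm absorbance of p-nitroaniline, reads at 0 and 120 min; measure: % activation between DMSO and enzyme-spiked controls; repeats: single replicate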
procasp7 counter – counter-screen: procaspase-7 (human) activation | activation, % at 8.5 µM | recombinant procaspase-7, Ac-DEVD-pNA absorbance 405 nm; D23A/D198A/D206A triple mutant, cannot self-cleave; scale: DMSO 0, 5 µM enzyme 100 | 330,000 tested, 0.093% active | AID 463210 | P55210;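 active = percent activation above the screen-wide mean plus 3 SD, cut at about 25% in these data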
Target sequence (P55210 whole entry D23A/D198A/D206A): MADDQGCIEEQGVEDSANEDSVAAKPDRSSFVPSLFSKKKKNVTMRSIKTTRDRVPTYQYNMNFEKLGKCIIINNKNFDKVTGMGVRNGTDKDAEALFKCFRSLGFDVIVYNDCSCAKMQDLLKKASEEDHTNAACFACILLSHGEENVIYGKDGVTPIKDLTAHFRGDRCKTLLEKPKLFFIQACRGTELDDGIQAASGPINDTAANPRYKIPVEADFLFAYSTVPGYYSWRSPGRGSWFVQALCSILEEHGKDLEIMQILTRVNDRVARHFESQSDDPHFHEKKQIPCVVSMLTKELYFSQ
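Assay system: Uncleavable procaspase-7 mutant enzyme; Input: 2 µM procaspase-7 mutant as dispensed; Also added: DEVD-pNA substrate; Medium: Zinc-free HEPES pH 7.4 with 300 mM NaCl, 0.01% Triton X-100; Timing: 1 h compound preincubation, 2 h substrate cleavage, 25 °C; Measured by: Epi-absorbance of released pNA at 405 nm, two timepoints.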
JMJD2C inh – human JMJD2C demethylase inhibition; 330,000 tested, 0.069% active; AID 2099; Q9H3R0; GST-JMJD2C(1-420) H3K9me3 demethylation, DELFIA europium; inhibition, % at 2.35 µM;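 active = more than half of a compound's replicate wells show inhibition beyond 50%, single wells judged on their own value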;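 note: signal counts dimethyl H3K9 product captured on neutravidin plate; 0% = median of DMSO wells and 100% = 0.3 times that DMSO median; strong numbers were not always called active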
Target sequence (Q9H3R0 1-420 limits assumed): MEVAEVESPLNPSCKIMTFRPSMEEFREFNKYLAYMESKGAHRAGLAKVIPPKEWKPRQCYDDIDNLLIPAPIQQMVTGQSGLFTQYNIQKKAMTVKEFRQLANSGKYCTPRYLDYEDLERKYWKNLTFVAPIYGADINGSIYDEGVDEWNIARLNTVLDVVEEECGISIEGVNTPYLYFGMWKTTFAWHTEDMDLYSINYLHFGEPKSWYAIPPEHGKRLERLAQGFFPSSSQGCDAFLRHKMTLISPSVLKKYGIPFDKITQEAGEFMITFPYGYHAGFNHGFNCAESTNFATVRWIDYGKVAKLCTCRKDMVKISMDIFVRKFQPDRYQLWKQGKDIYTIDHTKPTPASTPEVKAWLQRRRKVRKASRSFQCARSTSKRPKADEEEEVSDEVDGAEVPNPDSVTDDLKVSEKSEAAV
GRK2 aptamer HTS – human GRK2 inhibition via aptamer displacement. inhibition of aptamer binding, % at 10 µM. AID 488847. 330,000 tested, 0.59% active. bead flow cytometry, FAM-aptamer displacement from GRK2. P25098;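 active = inhibition of aptamer binding above 40%, roughly 3 SD of noise, on plates passing a quality check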;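 note: median bead fluorescence of bound FAM aptamer so fluorescent compounds give negative values; no value below 0 was filed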
PP5 primary – blocks human protein phosphatase 5 activity | inhibition, % at 6.7 µM | purified PP5c, OMFP substrate fluorescence | 320,000 tested, 0.18% active | P53041;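 active = inhibition above the campaign's mean inhibition across all tested compounds plus 3 SD, cut at about 9.5% in these data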;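 note: 0% = DMSO only and 100% = 100 µM cantharidin control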
The depositor's hits bear a star; x = no result given.

Results follow in this order: JMJD2C inh, VLA-4 inh, PP5 primary, procasp7 counter, proCasp3 act, GRK2 aptamer HTS, HCV core dimer, Fh CTSL1 inh, PP1 inh
1: CC(=O)N(c1ccc2oc(=O)sc2c1)S(=O)(=O)c1ccc(C)cc1
  5, -8, 2.8, -26, -24, 0, -17, 3, 3
2: CNc1ccc(/C=C/C(=O)c2ccc3c(c2)OCCO3)cc1[N+](=O)[O-]
  8, 1, -0.5, -4, -8, 1, 4, 4, 4
3: CS(=O)(=O)N(CC(=O)O)Cc1cccc(CN(CC(=O)O)S(C)(=O)=O)c1
  -2, -6, 1.5, 1, 3, 3, -9, -3, -3
4: COc1cccc(NC(=O)c2ccccc2-c2ccccc2C(=O)O)c1
  -3, -74, 3.2, -6, 3, 0, -5, -1, 1
5: CCc1c(C(=O)NC(C)C2CCCO2)csc1C (centres undefined)
  9, 7, -0.6, 2, -2, 0, 4, -2, -2
6: CC1CCN(C(=O)c2ccc(CNc3c(N4CCCC4)c(=O)c3=O)cc2)CC1
  -2, -4, -0.4, 1, 4, 0, -3, 18*, 0
7: O=c1c2ccccc2ncn1-c1ccc([N+](=O)[O-])cc1[N+](=O)[O-]
  4, -9, 2.0, -7, 1, 0, -11, 2, 1
8: CS(=O)(=O)NCCCc1ccccc1
  -1, 18, 1.7, 14, -7, 1, 2, -1, -3
9: O=C(CCN1CCN(CC(=O)Nc2ccccc2Cl)CC1)Nc1ccccc1F
  4, 2, 2.6, 10, -11, 0, -2, -1, 4
10: O=C(N/N=C/c1ccncc1)c1ccc(COc2cccc3cccnc23)cc1
  2, 7, -1.1, 0, 6, 0, -7, -1, 4
11: NNC(=O)COc1ccc2oc3c(c2c1)CCCC3
  -1, 8, 1.4, 8, 11, 1, -4, -4, 2
12: O=C(NC(=S)Nc1ccccc1C(F)(F)F)c1ccccc1F
  10, 6, 0.6, 2, -5, 4, 1, 6, 1
13: Cc1nnc(N2CCOCC2)c2ccccc12
  0, -8, -1.1, 2, -8, 0, -7, 2, -11
14: CN(C)CCNC(=O)/C(=C/c1ccc(-c2ccc(Cl)cc2)o1)NC(=O)c1ccccc1
  14, -4, -0.5, 1, -5, 0, -17, 0, -3
15: COc1cccc(/C(C)=N/NC(=O)c2ccc(N(C)C)cc2)c1
  23, 1, -7.5, -6, 1, 0, -8, 13, -5
16: O=C(CSc1nc2cc(Cl)ccc2s1)NC1CCCc2ccccc21 (centres undefined)
  27, -1, 5.4, -9, 8, 0, 16, 1, 1
17: O=C(COC(=O)c1ccc(Cl)nc1)Nc1c(Cl)cccc1C(F)(F)F
  -1, 1, -1.3, 1, 4, 1, 1, -7, -1
18: CCCCCC1CCC(c2ccc(/C(N)=N/O)cc2)CC1 (centres undefined)
  -10, 4, 2.6, 1, -15, 0, -1, 1, -4
19: O=C1C(=O)N(CC(=O)N2CCCC2)c2ccccc21
  -1, 0, -0.9, 6, 4, 0, 4, 1, 3
20: COCCN1C(=O)c2ccccc2C(C(=O)N2CCN(c3ccccc3)CC2)C1c1ccc(F)cc1 (centres undefined)
  -5, 20, 0.1, -7, -4, 0, 5, -1, -1
21: CC(NC(=O)CCC(=O)NC(C)c1ccccc1)c1ccccc1 (centres undefined)
  4, 18, 1.1, -6, 10, 2, -2, -1, -2
22: CC(=O)c1nnn(-c2c(F)cccc2F)c1C
  -7, -4, -2.9, 2, -2, 0, 1, -2, -6
23: CC(C)c1ccc(C(=O)OCC(=O)NC2CCCC2)cc1
  11, -11, 1.6, 4, -4, 1, -2, -3, 0
24: COc1ccc(C(C(=O)NCc2ccccc2)N(Cc2ccco2)C(=O)c2snc(C(N)=O)c2N)cc1 (centres undefined)
  -18, -5, 4.2, -2, -3, 0, 10, -1, 2
25: Cc1ccc2nc(SCn3nnc4ccccc4c3=O)[nH]c2c1
  -3, 8, 0.9, -15, 9, 3, 6, 2, -1
26: NNC(=O)c1nc[nH]c1C(=O)Nc1ccccn1
  -8, 18, -1.6, 10, 7, 2, 0, 1, -2
27: CSc1nc(-c2ccccc2)c(C#N)c(=O)[nH]1
  -2, -3, -1.2, 4, -1, 2, -1, 0, -4
28: Cc1cc(=O)oc2cc(OCC(=O)NC3CC(C)(C)NC(C)(C)C3)c(Cl)cc12
  -1, 12, 1.1, -3, 3, 3, 2, 1, -1
29: O=C(NN=Cc1ccc(F)c(F)c1)c1ccc(NS(=O)(=O)c2cccs2)cc1
  x, 18, x, 5, 1, 0, x, x, x
30: CCN(CC)CCOC(=O)c1ccc(Cl)cc1Cl
  12, 3, 0.0, -3, 2, 0, -3, -1, -3
31: O=C(CCc1nnc(C2CCCCC2)o1)NCCCOc1cccnc1
  -20, 8, 2.4, 11, -1, 2, -2, -2, -3
32: Brc1ccc(/C=N/Nc2ccc3ccccc3n2)cc1
  -5, 5, 1.1, -6, -7, 0, 2, 2, 2
33: O=C1C(=O)c2ccccc2C([O-])=C1[n+]1ccccc1
  24, 0, 0.4, 5, 2, 1, -3, -5, -3
34: S=C(Nc1ccccc1)Nc1ccc(OCc2ccccc2)cc1
  3, 2, 0.0, -10, 1, 0, 12, -1, 6
35: CCc1ccc(NC(=O)CSc2nnc(-c3cnccn3)n2Cc2ccco2)cc1
  -5, 8, 0.0, 6, -1, 0, 6, 2, 3
36: Cc1nnc(-c2cccc(Br)c2)c2cn(-c3cccc(Br)c3)nc12
  -20, -22, 1.3, 6, 0, 0, -45, 2, 14
37: CCOC(=O)CC(=O)Nc1c(C)cc(C)cc1C
  -1, 0, -0.1, 8, 3, 1, -1, -4, -4
38: O=C(c1cnn(C(=O)c2cccc(S(=O)(=O)N3CCOCC3)c2)c1)c1ccccc1O
  2, 6, -1.2, 11, 5, 4, 4, -4, -4
39: CCOc1ccccc1N(C)C(=O)C1CCN(S(=O)(=O)c2cccc3nonc23)CC1
  -8, 9, 1.7, -10, -1, 6, 6, -2, -2
40: O=C1N(CN2CCN(Cc3ccccc3)CC2)c2ccccc2C12OCCCO2
  17, 3, -0.6, 1, 0, 1, -3, 1, -2
41: O=C(c1cccnc1)N1CCCC(Nc2ccc(F)cc2)C1 (centres undefined)
  11, 9, 1.2, 2, -2, 0, 4, -1, -1
42: O=C(NCC1CCCO1)c1cn(-c2ccccc2)nc1-c1ccc(F)cc1 (centres undefined)
  1, -6, 2.4, -6, 5, 0, -3, -3, -1
43: COc1cccc(-n2c(COc3ccc(C)cc3)nnc2SCC(=O)O)c1
  7, 5, 2.2, 7, 4, 2, -3, 0, -1
44: COc1ccc(Nc2nc(N(C)c3ccccc3)nc(N)c2[N+](=O)[O-])cc1
  5, -25, -4.0, 4, 2, 1, 1, -6, -2
45: COC(=O)CCC(=O)c1oc2ccccc2c1NC(=O)CCCN1C(=O)c2ccccc2C1=O
  -10, -4, 1.1, 8, -1, 4, -12, 9, 1

9 structures already listed, arranged by molar mass, lowest first.
Results follow in this order: JMJD2C inh, VLA-4 inh, PP5 primary, procasp7 counter, proCasp3 act, GRK2 aptamer HTS, HCV core dimer, Fh CTSL1 inh, PP1 inh
41: O=C(c1cccnc1)N1CCCC(Nc2ccc(F)cc2)C1 (centres undefined)
  11, 9, 1.2, 2, -2, 0, 4, -1, -1
32: Brc1ccc(/C=N/Nc2ccc3ccccc3n2)cc1
  -5, 5, 1.1, -6, -7, 0, 2, 2, 2
34: S=C(Nc1ccccc1)Nc1ccc(OCc2ccccc2)cc1
  3, 2, 0.0, -10, 1, 0, 12, -1, 6
31: O=C(CCc1nnc(C2CCCCC2)o1)NCCCOc1cccnc1
  -20, 8, 2.4, 11, -1, 2, -2, -2, -3
43: COc1cccc(-n2c(COc3ccc(C)cc3)nnc2SCC(=O)O)c1
  7, 5, 2.2, 7, 4, 2, -3, 0, -1
35: CCc1ccc(NC(=O)CSc2nnc(-c3cnccn3)n2Cc2ccco2)cc1
  -5, 8, 0.0, 6, -1, 0, 6, 2, 3
36: Cc1nnc(-c2cccc(Br)c2)c2cn(-c3cccc(Br)c3)nc12
  -20, -22, 1.3, 6, 0, 0, -45, 2, 14
39: CCOc1ccccc1N(C)C(=O)C1CCN(S(=O)(=O)c2cccc3nonc23)CC1
  -8, 9, 1.7, -10, -1, 6, 6, -2, -2
45: COC(=O)CCC(=O)c1oc2ccccc2c1NC(=O)CCCN1C(=O)c2ccccc2C1=O
  -10, -4, 1.1, 8, -1, 4, -12, 9, 1

Continuation.
Results follow in this order: JMJD2C inh, VLA-4 inh, PP5 primary, procasp7 counter, proCasp3 act, GRK2 aptamer HTS, HCV core dimer, Fh CTSL1 inh, PP1 inh
46: O=C(OCCNc1ncc(C(F)(F)F)cc1Cl)c1ccc(S(=O)(=O)N2CCOCC2)cc1
  9, 9, 4.9, -3, 8, 0, -5, -1, -1
47: Cc1ccc(/C=C(\NC(=O)c2ccc(C)cc2)C(=O)NCCCn2ccnc2)cc1
  -17, 0, 2.0, -12, -14, 0, -4, -1, -2
48: O=C(NC1CC1)C1CCN(C(=O)c2ccc(Cl)cc2)CC1
  -3, 3, 1.6, 0, 9, 0, 4, -3, -7
49: CN(C(=O)COC(=O)/C=C/c1cccs1)c1c(N)n(Cc2ccccc2)c(=O)[nH]c1=O
  6, 8, 0.4, 2, 4, 1, -3, 10, -4
50: CCN(CC)S(=O)(=O)c1ccc2c(c1)c(=O)c(C(=O)N1CCOCC1)cn2C
  -5, 1, 0.9, 7, 46*, 0, -4, 2, 1
51: Cc1ccc(S(=O)(=O)N2[C@@H](c3cccc4ccccc34)C(C(=O)O)=C[C@H]2C(C)(C)C)cc1
  -3, 10, x, 4, 0, 4, x, x, x
52: CC(C)(C)NC(=O)c1ccc2c(c1)C(=O)N(C1CCCCC1)C2=O
  -1, 15, 3.9, 5, 6, 0, -9, 0, -2

Screening data deposited in PubChem BioAssay by several laboratories.
